# Bcl-B Bim block – inhibitors of Bim-Bcl-B interaction, human; inhibition, % at 10 µM; AID 951; actives 0.073% (n = 190,000); bead-based flow cytometry, Bim peptide-Bcl-B binding;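 also: 0% = tracer peptide without compound and 100% = reference inhibitor peptide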
# Target sequence (Q9HD36 whole entry, looked up): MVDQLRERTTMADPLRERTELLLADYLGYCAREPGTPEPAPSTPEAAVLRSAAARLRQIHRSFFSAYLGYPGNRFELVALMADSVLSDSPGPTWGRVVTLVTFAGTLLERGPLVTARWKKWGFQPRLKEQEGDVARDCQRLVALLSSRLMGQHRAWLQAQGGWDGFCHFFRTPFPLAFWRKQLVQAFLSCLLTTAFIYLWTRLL
# Mcl1-Noxa inh – disrupts binding of human Mcl-1 to Noxa peptide; Q07820; TR-FRET Mcl-1/Noxa peptide binding, 2 h; inhibition, % at 21.7 µM; actives 1.5% (n = 220,000);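 active = compounds that cut the protein-peptide binding signal by more than 50% relative to plate controls in a single-dose test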;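 also: His-tagged Mcl-1 with rhodamine Noxa BH3 peptide and terbium anti-His antibody; 0% = Mcl-1 plus Noxa peptide wells and 100% = peptide-only wells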
# Target sequence (Q07820 whole entry, looked up): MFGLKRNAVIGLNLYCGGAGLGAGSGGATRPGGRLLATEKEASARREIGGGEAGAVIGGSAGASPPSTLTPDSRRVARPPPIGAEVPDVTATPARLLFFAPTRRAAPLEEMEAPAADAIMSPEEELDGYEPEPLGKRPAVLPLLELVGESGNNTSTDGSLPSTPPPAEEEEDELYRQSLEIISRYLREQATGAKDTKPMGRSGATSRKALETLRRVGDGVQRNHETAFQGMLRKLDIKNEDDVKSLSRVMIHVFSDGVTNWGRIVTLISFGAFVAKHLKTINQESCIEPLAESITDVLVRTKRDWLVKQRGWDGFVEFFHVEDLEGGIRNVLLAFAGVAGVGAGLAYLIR
# Bim-Bfl-1 – inhibitors of Bim-Bfl-1 interaction, human; Q16548; Bead-based flow cytometry, Bim-Bfl-1 binding inhibition; inhibition, % at 10 µM; actives 0.12% (n = 190,000); AID 1008;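 also: 0% = wells without compound plus tracer and 100% = blocker peptide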
# Bim-Bcl-2 – inhibitors of Bim-Bcl-2 interaction, human | P10415 | Bead-based flow cytometry, Bim peptide-Bcl-2 binding | inhibition, % at 10 µM | actives 0.06% (n = 190,000) | AID 950; in the data active = inhibition above about 40%; inconclusive = no clear call, values can overlap the other calls;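 also: 0% = no compound wells with probe peptide and 100% = reference peptide inhibitor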
# Target sequence (P10415 whole entry, looked up): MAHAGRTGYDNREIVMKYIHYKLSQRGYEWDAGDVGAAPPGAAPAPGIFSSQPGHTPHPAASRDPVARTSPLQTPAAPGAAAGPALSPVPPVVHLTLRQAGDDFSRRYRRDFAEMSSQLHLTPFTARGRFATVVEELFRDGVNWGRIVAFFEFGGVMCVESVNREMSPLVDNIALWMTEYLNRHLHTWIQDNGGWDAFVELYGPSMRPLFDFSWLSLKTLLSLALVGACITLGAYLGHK
# Mcl1 Bid PPI – Mcl-1/Bid interaction inhibition; actives 0.97% (n = 220,000); TR-FRET Mcl-1/Bid-Dy647 peptide binding, 1536-well; inhibition, % at 21.7 µM; Q07820;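 active = compounds that cut the binding signal by more than half at the single screening dose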;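 also: His-tagged Mcl-1 with europium anti-His antibody binding Bid BH3 peptide; 0% = Mcl-1 plus peptide wells and 100% = peptide-only wells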
# RGS8-Gao reg – modulates binding of RGS8 to human Galphao. AID 1423. actives 0.34% (n = 220,000). P09471. response (percent of control binding), % at 10 µM. multiplexed bead flow cytometry; actives lie on both sides; in the data active = response below about 60% or above about 140%; inactive = in between;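 also: Galphao activated as the GDP aluminium fluoride complex binding bead-coupled RGS8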
# RGS7-Gao reg – modulates binding of RGS7 to human Galphao | P09471 | Multiplexed bead flow cytometry; actives lie on both sides | binding response (% of control), % at 10 µM | actives 0.35% (n = 220,000) | AID 1439; in the data active = binding response below about 49% or above about 150%; inconclusive = no clear call, values can overlap the other calls; inactive = in between;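 also: fluorescent Galphao held in activated GDP-AlF4 state binding bead-coupled RGS7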
# RGS4-Gao reg – human RGS4-Galphao interaction regulation; P09471; Multiplexed bead flow cytometry, RGS4-Galphao binding; actives lie on both sides; binding response (% of control), % at 10 µM; actives 0.33% (n = 220,000); AID 1415; in the data active = binding response below about 49% or above about 150%; inactive = in between;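 also: fluorescent Galphao activated with aluminum fluoride binding bead-coupled RGS4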
# Bcl-XL Bim block – human Bim-Bcl-XL interaction inhibition | Q07817 | Bim peptide-Bcl-XL binding, bead flow cytometry, fluorescence | inhibition, % at 10 µM | actives 0.04% (n = 190,000) | AID 1007
# Mcl-1 Bim block – inhibitors of Bim-Mcl-1 interaction, human; Q07820; Bead-based flow cytometry, Bim peptide-Mcl-1 binding; inhibition, % at 10 µM; actives 0.1% (n = 190,000);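 also: 0% = no compound tracer wells and 100% = peptide blocker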
# Bcl-W Bim block – disrupts Bim peptide binding to human Bcl-W; Q92843; bead-based flow cytometry; inhibition, % at 10 µM; actives 0.02% (n = 190,000);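 also: 0% = bound tracer without compound and 100% = peptide blocker; higher means less fluorescent Bim peptide bound to Bcl-W beads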
# Target sequence (Q92843 whole entry, looked up): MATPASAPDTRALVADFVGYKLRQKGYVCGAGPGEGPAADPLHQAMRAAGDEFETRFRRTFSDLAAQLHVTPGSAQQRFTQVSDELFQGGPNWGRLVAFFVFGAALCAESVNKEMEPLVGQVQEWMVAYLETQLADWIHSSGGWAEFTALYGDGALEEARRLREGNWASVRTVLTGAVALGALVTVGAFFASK
# Numbers without * were called inactive; ? = inconclusive; nt = not tested or not shown. Rule as the data show it, unless noted: active = inhibition above about 40%.
(1) CC(C)C(=O)NC(=S)Nc1ccccc1N1CCN(C(=O)c2ccccc2)CC1
(2) CC(C)Nc1nc(-c2ccncc2)nc(-c2ccc(Cl)cc2)c1C#N
(3) O=C(NC1(C(F)(F)F)C(=O)Nc2c1c(=O)[nH]c(=O)n2-c1ccc(F)cc1)c1cccnc1 (configuration not stated)
(4) c1csc(COc2ccccc2CNC2CCCCC2)c1
(5) NC(=S)NNC(=O)COc1ccccc1O
(6) CCSc1nnc(NC(=O)c2nc3nc(C)cc(C)n3n2)s1
(7) CC1CCC(C(C)C)C(OCC(O)CNC(C)C)C1 (configuration not stated)
(8) Cn1nccc1NC(=O)CC(CC(=O)O)c1ccccc1 (configuration not stated)

compound no.,1,2,3,4,5,6,7,8
Bcl-B Bim block,-2,-6,6,-4,nt,1,nt,nt
Mcl1-Noxa inh,2,-9,-13,4,-64,3,-11,-13
Bim-Bfl-1,-4,-3,1,0,nt,-4,nt,nt
Bim-Bcl-2,-3,0,7,-2,nt,-3,nt,nt
Mcl1 Bid PPI,-20,-20,1,-7,-191,-11,-7,-1
RGS8-Gao reg,102,102,98,96,100,103,101,100
RGS7-Gao reg,102,?,102,101,?,106,?,?
RGS4-Gao reg,104,101,102,95,105,99,101,103
Bcl-XL Bim block,-2,-4,-2,-3,nt,0,nt,nt
Mcl-1 Bim block,25,-3,1,0,nt,2,nt,nt
Bcl-W Bim block,-2,0,0,-1,nt,2,nt,nt

(9) CCCN1C(=O)SC(CC(=O)Nc2ccc(C)cc2)C1=O (configuration not stated)
(10) C=CCSc1cc(C)nc2c(-c3ccccc3)c(C)nn12
(11) O=C(N/N=C\c1ccc(CNS(=O)(=O)c2ccccc2)o1)C(=O)Nc1ccc(F)cc1
(12) CSCC[C@H](NC(=O)c1ccc(Cl)c([N+](=O)[O-])c1)c1nc2ccccc2[nH]1
(13) CC(/C=N/NC(=O)c1ccc2nc(C)[nH]c2c1)=C\c1ccccc1
(14) COC(=O)c1ccc(NS(=O)(=O)c2cc(C)ccc2OC)cc1
(15) Cc1ccccc1C(=O)NC1CCN(CC(=O)NCc2cccs2)CC1
(16) CN(C)/C=C1\SC(=S)N(c2ccc(F)cc2)C1=O

compound no.,9,10,11,12,13,14,15,16
Bcl-B Bim block,nt,nt,-5,-10,-6,-9,-8,nt
Mcl1-Noxa inh,-15,-18,5,5,20,11,17,16
Bim-Bfl-1,nt,nt,-17,-9,-10,-14,-4,nt
Bim-Bcl-2,?,nt,-10,-2,-5,-13,-2,nt
Mcl1 Bid PPI,-5,-23,-21,-9,-6,-10,-10,-35
RGS8-Gao reg,101,99,102,102,100,103,97,99
RGS7-Gao reg,100,?,94,102,98,104,100,?
RGS4-Gao reg,105,97,99,102,96,103,102,94
Bcl-XL Bim block,nt,nt,-4,-6,-6,-15,-4,nt
Mcl-1 Bim block,nt,nt,-9,-2,-2,-3,-4,nt
Bcl-W Bim block,nt,nt,-4,-3,-3,-1,-2,nt

# Of the compounds above, these contain fluorine:
(3) O=C(NC1(C(F)(F)F)C(=O)Nc2c1c(=O)[nH]c(=O)n2-c1ccc(F)cc1)c1cccnc1 (configuration not stated)
(11) O=C(N/N=C\c1ccc(CNS(=O)(=O)c2ccccc2)o1)C(=O)Nc1ccc(F)cc1
(16) CN(C)/C=C1\SC(=S)N(c2ccc(F)cc2)C1=O

compound no.,3,11,16
Bcl-B Bim block,6,-5,nt
Mcl1-Noxa inh,-13,5,16
Bim-Bfl-1,1,-17,nt
Bim-Bcl-2,7,-10,nt
Mcl1 Bid PPI,1,-21,-35
RGS8-Gao reg,98,102,99
RGS7-Gao reg,102,94,?
RGS4-Gao reg,102,99,94
Bcl-XL Bim block,-2,-4,nt
Mcl-1 Bim block,1,-9,nt
Bcl-W Bim block,0,-4,nt

# Part of the list above, limited to RGS7-Gao reg.
cpd	Structure	RGS7-Gao reg
12	CSCC[C@H](NC(=O)c1ccc(Cl)c([N+](=O)[O-])c1)c1nc2ccccc2[nH]1	102
13	CC(/C=N/NC(=O)c1ccc2nc(C)[nH]c2c1)=C\c1ccccc1	98

# Remaining list, next part:
(17) CCOC(=O)c1ccc(NC(=O)CC2Sc3ncnn3C2=O)cc1 (configuration not stated)
(18) Cc1cc(C)nc(-n2nc(C)c3c(C(=O)O)cc(-c4cccc(Br)c4)nc32)n1
(19) COc1ccc(-c2cc(-c3n[nH]c(=S)n3-c3ccccc3Cl)[nH]n2)cc1
(20) c1csc(C2Nc3cccc4cccc(c34)N2)c1
(21) CCOC(=O)C1CCN(c2nc3ccccc3nc2C(C#N)C(=O)OC(C)C)CC1 (configuration not stated)
(22) COC(=O)c1[nH]c2c(c1C)C(=O)CC(c1ccc(C)cc1)C2 (configuration not stated)
(23) COc1cc(OC)c(S(=O)(=O)Nc2ccccc2N2CCOCC2)cc1NC(C)=O
(24) CC1=CC(C)(C)Nc2ccc(OC(=O)c3ccco3)cc21

compound no.,17,18,19,20,21,22,23,24
Bcl-B Bim block,-10,nt,-6,-6,0,-1,-6,-11
Mcl1-Noxa inh,26,-9,31,nt,-1,0,15,nt
Bim-Bfl-1,-18,nt,-1,-8,-1,-1,-3,-11
Bim-Bcl-2,-5,nt,-3,-7,1,-2,-2,-8
Mcl1 Bid PPI,-55,21,-7,-13,-25,0,-19,-12
RGS8-Gao reg,99,102,96,99,103,99,101,100
RGS7-Gao reg,100,?,97,92,102,98,99,98
RGS4-Gao reg,98,101,94,96,100,100,102,102
Bcl-XL Bim block,-5,nt,-3,-5,-2,-2,-2,0
Mcl-1 Bim block,-7,nt,0,0,0,-2,-2,-1
Bcl-W Bim block,-6,nt,2,0,3,-3,0,-3

# Three of the compounds above, bar-delimited:
no. | canonical_smiles | Bcl-B Bim block | Mcl1-Noxa inh | Bim-Bfl-1 | Bim-Bcl-2 | Mcl1 Bid PPI | RGS8-Gao reg | RGS7-Gao reg | RGS4-Gao reg | Bcl-XL Bim block | Mcl-1 Bim block | Bcl-W Bim block
15 | Cc1ccccc1C(=O)NC1CCN(CC(=O)NCc2cccs2)CC1 | -8 | 17 | -4 | -2 | -10 | 97 | 100 | 102 | -4 | -4 | -2
10 | C=CCSc1cc(C)nc2c(-c3ccccc3)c(C)nn12 | nt | -18 | nt | nt | -23 | 99 | ? | 97 | nt | nt | nt
7 | CC1CCC(C(C)C)C(OCC(O)CNC(C)C)C1 (configuration not stated) | nt | -11 | nt | nt | -7 | 101 | ? | 101 | nt | nt | nt

# Remaining list, next part.
(25) CCOC(=O)c1cc(-c2ccccc2)n(CC(=O)Nc2ccc(OC)c(OC)c2)c1C
(26) Cc1ccccc1CN1CCN(S(C)(=O)=O)CC1
(27) N#CC1=C2C=Cc3ccccc3N2CCCC1=O
(28) O=C(Cn1ccc([N+](=O)[O-])n1)NCc1cccs1
(29) CCC(Oc1ccccc1)C(=O)Nc1ccc(S(=O)(=O)N2CCOCC2)cc1 (configuration not stated)
(30) Cc1nn(CCO)c(C)c1Oc1ccccc1O
(31) CCN1CCN(S(=O)(=O)c2ccc(C)c([N+](=O)[O-])c2)CC1
(32) CCC(CC)NC(=O)CON=C1c2ccccc2-c2ccccc21

compound no.,25,26,27,28,29,30,31,32
Bcl-B Bim block,-7,nt,-2,-5,-11,-2,-7,-13
Mcl1-Noxa inh,2,-1,-3,8,15,6,-19,9
Bim-Bfl-1,-15,nt,-1,-3,-25,-5,-6,-15
Bim-Bcl-2,-7,?,-1,-4,-12,-2,-4,-7
Mcl1 Bid PPI,-24,-6,-20,-27,4,-7,-39,-53
RGS8-Gao reg,101,102,104,99,101,94,102,104
RGS7-Gao reg,102,102,102,101,100,91,100,102
RGS4-Gao reg,105,99,100,99,101,89,81,103
Bcl-XL Bim block,-7,nt,-6,-5,-11,-1,-9,-10
Mcl-1 Bim block,-3,nt,0,-2,-4,-1,-8,-5
Bcl-W Bim block,-2,nt,9,-2,-6,-2,-5,-7

# Results in sequence from above:
# Nos. 21 to 28 in Mcl1 Bid PPI: -25, 0, -19, -12, -24, -6, -20, -27
# Nos. 21 to 28 in Bcl-B Bim block: 0, -1, -6, -11, -7, nt, -2, -5

# Additional structures.
(33) O=c1cc(-c2ccc(Cl)c(Cl)c2)[nH][nH]1
(34) CCN(Cc1ccccc1)C(=O)CSc1ccccc1C(=O)O
(35) O=C(Nc1nnc(SCc2ccccc2F)s1)c1ccco1
(36) Cc1ccc(-c2cc(C(=O)NCCc3ccc(S(N)(=O)=O)cc3)c3ccccc3n2)cc1
(37) CCOc1ccc(OCCCCNCCN)cc1
(38) O=C(CSCc1nc2ccccc2[nH]1)N1CCN(c2cccc(Cl)c2)CC1
(39) CC(=NCc1cccc(Cl)c1)c1nc(-c2ccco2)oc1O
(40) CC1(C)Cc2c(C#N)c(NCc3ccco3)nc(-c3ccco3)c2CO1

compound no.,33,34,35,36,37,38,39,40
Bcl-B Bim block,-11,0,10,1,-7,-11,-6,-1
Mcl1-Noxa inh,6,4,2,5,14,9,-10,36
Bim-Bfl-1,-9,-3,13,2,-11,-18,3,-1
Bim-Bcl-2,-8,-1,12,-1,-8,-14,-5,-3
Mcl1 Bid PPI,-9,-22,-32,9,26,-12,-15,-67
RGS8-Gao reg,105,101,115,103,104,103,103,89
RGS7-Gao reg,100,?,102,104,103,103,103,92
RGS4-Gao reg,98,99,104,102,103,102,103,90
Bcl-XL Bim block,-11,1,11,0,-12,-16,-6,-2
Mcl-1 Bim block,-5,3,7,-2,0,-9,-3,-3
Bcl-W Bim block,-4,2,9,2,0,-4,-3,-1

(41) COc1ccc(C(=O)COc2ccc3ccc(=O)oc3c2)cc1
(42) CCN1C(=O)c2cccc3c(NC(=O)c4ccc(S(=O)(=O)N5CCOCC5)cc4)ccc1c23
(43) CC1=C(C(=O)OCC2CCCO2)C(c2ccc(C)cc2)C2=C(CCCC2=O)N1 (configuration not stated)
(44) CCN1C(=O)CC(NNC(=O)c2ccc(Cl)cc2)C1=O (configuration not stated)
(45) O=C(N/N=C/c1ccc(Br)s1)c1cccnc1

compound no.,41,42,43,44,45
Bcl-B Bim block,nt,0,-8,-3,0
Mcl1-Noxa inh,2,9,4,-12,-6
Bim-Bfl-1,nt,-1,-6,0,4
Bim-Bcl-2,nt,-2,-5,-7,0
Mcl1 Bid PPI,13,-9,-13,-12,-4
RGS8-Gao reg,98,90,101,102,98
RGS7-Gao reg,?,85,104,99,105
RGS4-Gao reg,101,90,102,98,106
Bcl-XL Bim block,nt,-3,-3,-2,-2
Mcl-1 Bim block,nt,-1,-4,-4,0
Bcl-W Bim block,nt,-1,-3,-5,-3
